M17LAP inhibition: P. falciparum M17LAP inhibitors, primary screen, biochemical, fluorogenic H-Leu-NHMec substrate, 1536-well (AID 1619); inhibition, % at 30 µM; hits with a dose series show IC50 in µM; actives 0.38% (n = 220,000); recombinant M17LAP, H-Leu-NHMec fluorogenic kinetic assay; higher % means a stronger effect;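 active = compound inhibiting the enzyme by more than half at any dose during confirmatory dose-response retesting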;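 note: plate controls were full reaction with DMSO carrier for no effect and no enzyme background for full effect; strong numbers were not always called active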
M1AAP inhibition: malaria alanyl aminopeptidase activity blockers – biochemical, fluorogenic H-Leu-NHMec substrate, 1536-well (AID 1445) | recombinant M1AAP, H-Leu-NHMec fluorogenic kinetic assay; higher % means a stronger effect | inhibition, % at 30 µM; hits with a dose series show IC50 in µM | actives 0.42% (n = 220,000);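 active = primary inhibition above the hit cutoff, then over 50% inhibition at one or more dose response concentrations, cut at about 23% in these data, passing the limit was not always enough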;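 note: plate controls were DMSO full reaction for no effect and no enzyme background for full effect; strong numbers were not always called active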
Yfh1-depleted yeast: mitochondrial function rescue without frataxin homolog – Friedreich's ataxia, plus single-dose screen, dose response (AID 1465); S. cerevisiae Yfh1-off respiration, WST-1 reduction, 72 h; higher fold induction means a stronger effect; fold induction at 50 µM, or EC50 in µM where a hit was titrated; actives 0.074% (n = 220,000);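 active = fold induction of absorbance versus untreated yeast above a set limit, then at least 30% activation at any dose in follow-up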;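 note: activators that raise dye reduction in frataxin-depleted yeast; strong numbers were not always called active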
ER stress rescue: protection against thapsigargin-triggered cell killing – 384-well, CSM14.1, ATP luminescence, primary screen (AID 1222). CSM14.1 thapsigargin-induced death rescue, ATP luminescence; higher % means a stronger effect. cellular ATP content (survival), % at 20 µM; hits with a dose series show EC50 in µM. 190,000 tested, under 10 active;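 active = EC50 below 50 µM in the dose-response confirmation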;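 note: death triggered by thapsigargin at about 15 µM added after 2 h compound pretreatment; cell ATP read after overnight thapsigargin exposure of roughly 18 to 22 hours; normalized against plate controls of thapsigargin alone and 5% DMSO vehicle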
Lipid droplet: hepatic lipid droplet formation modulation; AML12 mouse hepatocytes, oleate lipid droplets, BODIPY imaging; inhibition, % at 6.5 µM; actives 0.4% (n = 240,000); AID 1656;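 active = lipid droplet intensity inhibited by at least 50%, with more than 500 cells counted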
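Test system: AML12 mouse liver cells; schedule: overnight exposure; technique: high-content imaging of BODIPY-stained droplets and DAPI nuclei; read-out: % inhibition of corrected integrated BODIPY droplet signal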
Insulin prom up: MIN6 insulin promoter up-regulation; actives 0.3% (n = 190,000); z-score at 5 µM; AID 1625; MIN6 insulin promoter-GFP reporter, high-content imaging; stronger effect = higher value;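 active = z-score above 3 at 5 µM with at least 500 cells counted in the well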
Autophagy mod: autophagy modulation, high-content screen; actives 0.98% (n = 190,000); MEF GFP-LC3 puncta imaging; test concentration mostly 10 µM; AID 463193; calls only at 10 µM (by protocol);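 active = percentage of spot-positive cells more than 3 SD above its plate mean, without a fluorescence outlier flag or 80% toxicity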;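 note: spot-positive cell cutoff set from DMSO-treated cells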
MT stabilizer: microtubule stabilization, imaging screen. HeLa tubulin immunostaining HCS, 24 h; share of cells brighter than vehicle mean+2SD. % tubulin-high responders, % at 10 µM. actives 0.83% (n = 200,000). AID 2205;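 active = plate Z-score above 3 for both tubulin-high and condensed-nucleus cell shares, with cell loss under 80%, at 10 µM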;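 note: anti alpha tubulin signal scored within the nucleus-defined area of each cell; some results filed as inactive read as strong as hits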
Dynein transport: dynein cargo transport inhibition | 3617.4 mouse cells, GR-EGFP nuclear translocation imaging; test concentration mostly 20 µM; stimulated with dexamethasone, 1 µM; stronger effect = lower value | actives 0.47% (n = 220,000) | z-score, hits read low | AID 1381;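 active = plate z-score of nuclear minus cytoplasmic receptor signal below a set negative limit, without overly bright fluorescence or cell loss, cut at about -3.5 in these data, passing the limit was not always enough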;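 note: z-score of nuclear minus cytoplasmic ring GR-EGFP intensity difference per well; some compounds called inactive have numbers as strong as hits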
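Buffer or medium: Induction medium lacking tetracycline, stripped serum | Also added: Dexamethasone agonist, 1.0 µM final, for 30 min | Timing: 48 h induction, 1 h compound, 30 min dex at 37 °C | Detection: Formaldehyde fixation, Hoechst nuclear stain, 10x automated fluorescence imaging | Measure: Nuclear versus cytoplasmic GR-EGFP signal, averaged per well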
Dynein transport cytoplasmic EGFP: also measured in Dynein transport; calls as there; z-score; measured here: cytoplasmic GR-EGFP intensity; stronger effect = higher value
Dynein transport nuclear GR-EGFP: recorded beside Dynein transport, whose call it bears; z-score; measured here: nuclear GR-EGFP intensity;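 lower value marks the stronger effect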
Dynein transport cell count: recorded beside Dynein transport, whose call it bears; z-score; measured here: cell count per field
Insulin prom up cell count: also measured in Insulin prom up; calls as there; cell count; measured here: cytotoxicity, nuclei count;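 total cells summed across four imaged fields per well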
Lipid droplet cells 6.5 µM: also measured in Lipid droplet; calls as there; cell count; measured here: cell count, cytotoxicity flag;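 cells counted across two imaged fields per well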
MT stabilizer Hoechst-high %: also measured in MT stabilizer; calls as there; % Hoechst-high responders; measured here: nuclear condensation Hoechst responders;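 share of cells brighter than vehicle mean plus two SD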
MT stabilizer cytotoxicity %: further read-out of MT stabilizer, marked with its call; toxicity, %; measured here: cytotoxicity by cell density;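 0% = mean cell density of plate MIN control wells and 100% = no cells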
Autophagy mod cell loss 18 h: also measured in Autophagy mod; calls as there; toxicity, %; measured here: cell loss, nuclei count;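 cell loss after 18 h compound exposure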
The depositor's hits bear a star; i = inactive; · = not tested or not shown.

Order of results – M17LAP inhibition | M1AAP inhibition | Yfh1-depleted yeast | ER stress rescue | Lipid droplet | Lipid droplet cells 6.5 µM | Insulin prom up | Insulin prom up cell count | Autophagy mod | Autophagy mod cell loss 18 h | MT stabilizer | MT stabilizer Hoechst-high % | MT stabilizer cytotoxicity % | Dynein transport | Dynein transport cytoplasmic EGFP | Dynein transport nuclear GR-EGFP | Dynein transport cell count
- O=C(COC(=O)c1ccc2c(c1)OCO2)Nc1ccccc1
 : -11% | -2% | i | -0.6% | 3 | 665 | 0.97 | 1292 | i | -8 | 2.2 | 3.2 | 5.8 | 1 | -0.22 | 0.88 | -0.7
- Cc1cc(C(=O)NC(=S)Nc2cccc(C(=O)O)c2C)ccc1[N+](=O)[O-]
 : 1% | -1% | i | 4.0% | 11 | 735 | -0.08 | 1347 | i | -4 | 2.8 | 2.7 | 5.5 | 0.51 | -0.35 | -0.34 | -1
- Cc1ccc(/C=N\NC(=O)Cc2cccn2C)o1
 : 33% | 14% | i | -0.4% | -3 | 718 | 0.49 | 1253 | i | -10 | 2.6 | 3.1 | 8.7 | -1.2 | 0.14 | -0.56 | 0.97
- NC1=NC(=Nc2ccccc2)c2ccccc21
 : 9% | 0% | i | 2.5% | 7 | 681 | -1 | 844 | i | 1 | 2.6 | 1.8 | 9.0 | 2.9 | -0.17 | 1.6 | -1.3
- O=[N+]([O-])c1cnc2ccccc2c1
 : -9% | 5% | i | -0.2% | -28 | 726 | 0.14 | 1283 | i | 12 | 3.4 | 2.4 | 2.5 | 0.065 | -0.19 | 0.019 | -0.98
- S=C(Nc1cccc2ccccc12)N1CCN(c2ncccn2)CC1
 : 5% | 11% | i | -1.7% | · | · | -0.6 | 1659 | i | 2 | 1.9 | 2.4 | 7.6 | 0.058 | -0.16 | -0.016 | 0.004
- O=C(C1CCN(S(=O)(=O)c2cnc[nH]2)CC1)N1CCn2c1nc1ccccc12
 : 7% | -5% | i | -2.3% | · | · | -0.37 | 1520 | i | -28 | 2.6 | 1.0 | 6.7 | -0.23 | -0.2 | 0.36 | 1.2
- O=C(Nc1ccc(N2CCN(C(=O)c3ccc(Cl)cc3)CC2)cc1)c1ccc([N+](=O)[O-])o1
 : -2% | 3% | i | 3.8% | -5 | 524 | 0.16 | 1328 | i | 3 | 5.9 | 4.5 | 4.7 | -4.9* | 1* | -2.2* | 0.15*
- COc1ccccc1Oc1ccc(N/C=C/C(=O)C(C)(C)C)cc1
 : -2% | 4% | i | 1.7% | 2 | 703 | 0.29 | 1528 | i | -10 | 1.0 | 0.9 | 2.9 | 0.19 | -0.31 | 0.23 | 0.24
- O=C1c2cccc3cccc(c23)C(=O)N1CCN1CCN(C(=S)Nc2ccccc2)CC1
 : 8% | 4% | i | 0.3% | 5 | 637 | -0.77 | 1366 | i | -13 | 1.8 | 2.8 | 10 | 0.065 | -0.27 | 0.12 | 0.85

Additional results:
Order of results – M17LAP inhibition | M1AAP inhibition | Yfh1-depleted yeast | ER stress rescue | Lipid droplet | Lipid droplet cells 6.5 µM | Insulin prom up | Insulin prom up cell count | Autophagy mod | Autophagy mod cell loss 18 h | MT stabilizer | MT stabilizer Hoechst-high % | MT stabilizer cytotoxicity % | Dynein transport | Dynein transport cytoplasmic EGFP | Dynein transport nuclear GR-EGFP | Dynein transport cell count
- CCOC(=O)C(Oc1ccc(=O)[nH]n1)C(C)=O (centres undefined)
 : -5% | 4% | i | -0.8% | · | · | 0.76 | 1324 | i | 8 | 3.7 | 4.2 | 7.2 | 1.5 | -0.31 | 0.71 | -0.34
- CCCn1nnc(NC(=S)NC(=O)/C=C/c2ccc(Cl)cc2)n1
 : 14% | 11% | i | · | -8 | 720 | -0.66 | 1088 | · | · | · | · | · | -0.3 | -0.23 | 0.27 | 0.25
- CN(C)CCCn1c(N)c(C#N)c2nc3ccccc3nc21
 : i | 0% | i | · | 19 | 723 | 0.95 | 1088 | · | · | · | · | · | -1.3 | -0.74 | -0.87 | 0.89
- O=C(O)c1ccc(/C=N/N2CCN(Cc3ccccc3)CC2)cc1
 : -2% | -1% | i | -1.8% | -4 | 543 | · | · | i | -27 | 3.6 | 3.4 | 10.0 | 1.1 | -0.21 | 0.37 | -1.3
- CSc1ccc(C(=O)C2CCCN(C(=O)c3ccc(C)nc3)C2)cc1 (centres undefined)
 : 2% | 7% | i | 0.4% | -8 | 690 | -0.65 | 1386 | i | -30 | 1.8 | 2.6 | 4.4 | 0.044 | -0.14 | 0.16 | -0.08
- O=C(Nc1ccccc1C(=O)O)c1cncc(Br)c1
 : -3% | 0% | i | -1.3% | -3 | 741 | 0.09 | 944 | i | -1 | 1.6 | 1.8 | 3.9 | -0.71 | 0.051 | -0.17 | 1.1
- COCCNC(=O)Cn1cc2c(n1)CCCCC2
 : 4% | -3% | i | -0.8% | 2 | 716 | 0.56 | 1876 | i | -7 | 2.7 | 2.6 | 4.2 | -1.2 | -0.23 | -0.45 | 1.1
- Nc1ccc2oc(-c3cc(Br)ccc3Cl)nc2c1
 : 2% | 2% | i | -1.4% | · | · | 0.16 | 1485 | i | 52 | 6.6 | 3.2 | 20 | -0.31 | -0.051 | -0.51 | 1.6
- N#CC(C(=O)c1ccco1)c1ccccn1 (centres undefined)
 : 9% | 4% | i | -1.1% | -2 | 599 | 1.1 | 1958 | i | -5 | 3.1 | 2.4 | 0.4 | 0.059 | -0.12 | 0.037 | 0.63
- CP(=O)(Nc1cc(Cl)ccc1Cl)c1nc2c(s1)CCCC2 (centres undefined)
 : -6% | -6% | i | · | -9 | 677 | -0.15 | 1101 | · | · | · | · | · | -0.12 | -0.18 | 0.49 | -0.27

Compound profiles, from the list above. Values in the order: M17LAP inhibition, M1AAP inhibition, Yfh1-depleted yeast, ER stress rescue, Lipid droplet, Lipid droplet cells 6.5 µM, Insulin prom up, Insulin prom up cell count, Autophagy mod, Autophagy mod cell loss 18 h, MT stabilizer, MT stabilizer Hoechst-high %, MT stabilizer cytotoxicity %, Dynein transport, Dynein transport cytoplasmic EGFP, Dynein transport nuclear GR-EGFP, Dynein transport cell count
COCCNC(=O)Cn1cc2c(n1)CCCCC2 in the list: 4%, -3%, i, -0.8%, 2, 716, 0.56, 1876, i, -7, 2.7, 2.6, 4.2, -1.2, -0.23, -0.45, 1.1
O=C(C1CCN(S(=O)(=O)c2cnc[nH]2)CC1)N1CCn2c1nc1ccccc12 in the list: 7%, -5%, i, -2.3%, ·, ·, -0.37, 1520, i, -28, 2.6, 1.0, 6.7, -0.23, -0.2, 0.36, 1.2
CCOC(=O)C(Oc1ccc(=O)[nH]n1)C(C)=O (centres undefined) in the list: -5%, 4%, i, -0.8%, ·, ·, 0.76, 1324, i, 8, 3.7, 4.2, 7.2, 1.5, -0.31, 0.71, -0.34

(more compounds)
smiles	M17LAP inhibition	M1AAP inhibition	Yfh1-depleted yeast	ER stress rescue	Lipid droplet	Lipid droplet cells 6.5 µM	Insulin prom up	Insulin prom up cell count	Autophagy mod	Autophagy mod cell loss 18 h	MT stabilizer	MT stabilizer Hoechst-high %	MT stabilizer cytotoxicity %	Dynein transport	Dynein transport cytoplasmic EGFP	Dynein transport nuclear GR-EGFP	Dynein transport cell count
Cc1ccc(Sc2ncccc2COC(=O)Nc2c(C)cccc2C)cc1	3%	1%	i	1.4%	·	·	-0.64	1290	i	-1	2.0	1.1	0.1	-0.033	-0.23	-0.22	0.46
CC1CCN(Cc2nnnn2-c2cccc([N+](=O)[O-])c2)CC1	0%	20%	i	-1.9%	-12	563	-0.13	1202	i	8	4.8	1.9	3.9	-0.51	-0.016	-0.48	0.32
O=C(Nc1ccc2oc(-c3ccncc3)nc2c1)c1ccccc1	5%	19%	i	-1.9%	8	754	-0.34	1243	i	-31	5.3	2.3	4.4	0.59	-0.25	0.33	-0.24
COCCn1c(=S)[nH]c2cc(C(=O)N3CCc4ccccc43)ccc2c1=O	-2%	7%	i	-0.7%	13	606	-0.45	1855	i	13	3.5	1.4	5.1	-1.9	-0.1	-1	1.3
C=CCN1C=C2C(=O)C(C)(OC(=O)c3ccc(OC)cc3)C(=O)C(c3ccco3)=C2C=C1CCCC (centres undefined)	12%	8%	i	·	-17	735	-1.3	1020	·	·	·	·	·	-0.24	-0.77	-0.071	0.067
CN(C(=O)CSc1nnc(-c2ccco2)o1)C1CCCCC1	11%	7%	i	-2.1%	·	·	0.86	1398	i	40	1.7	2.0	5.3	-0.17	-0.19	-0.057	0.46
CCOC(=O)C1=C(c2ccccc2)NC(=O)NC1c1cc(Cl)c(O)c(OC)c1 (centres undefined)	13%	9%	i	0.2%	-12	714	-0.05	1186	i	7	2.2	1.3	0.6	0.51	-0.22	0.4	-1.1
O=C(Nc1ccc(Br)cc1)C1CCCN(S(=O)(=O)c2cccnc2)C1 (centres undefined)	3%	-2%	i	-5.1%	-5	685	-0.54	1003	i	18	4.3	2.3	3.1	1.2	-0.17	0.75	-1.1
CCOc1ccc(N2CC(=O)N(c3ccc(OCC)cc3)CC2=O)cc1	4%	-1%	i	-2.1%	·	·	-0.22	1720	i	-28	3.4	2.4	1.5	-1.2	-0.18	0.11	0.83
COc1ccc(C(=O)COc2ccc(C)cc2NC(C)=O)cc1	-4%	0%	i	·	-7	690	-0.35	1015	·	·	·	·	·	0.39	-0.16	0.12	-0.68
COc1ccc(/C=C(\NC(=O)c2cccs2)C(=O)Nc2ccc(C)cc2)cc1OC	0%	-2%	i	-1.2%	48	627	-0.14	1330	i	-9	3.4	2.9	5.0	1.3	-0.12	0.37	-1.9
O=C(NNC(=O)c1sccc1-n1cccc1)c1ccc(F)cc1	1%	4%	i	-0.7%	6	690	-0.09	1440	i	9	1.2	3.2	2.9	-0.45	-0.27	-0.2	0.53

Compound activity deposited in PubChem BioAssay by several laboratories.
